DAX1 inh-1: DAX1 (NR0B1) inhibitors, primary screen, cell-based, HEK293, Gal4-DAX1, luciferase luminescence. inhibition, % at 6.75 µM. AID 504766, 2011. hit rate 0.99% among 340,000. Nuclear receptor subfamily 0 group B member 1 (Homo sapiens), P51843. HEK293 Gal4-DAX1 luciferase reporter;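 active means inhibition above the mean over all tested compounds plus 3 SD, cut at about 4.2% in these data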;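 further: 0% = DAX1-transfected cells with DMSO and 100% = empty-vector control cells with DMSO; inhibition shows as a rise in luminescence from relieved DAX1 repression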
Target sequence (P51843 207-470 limits assumed): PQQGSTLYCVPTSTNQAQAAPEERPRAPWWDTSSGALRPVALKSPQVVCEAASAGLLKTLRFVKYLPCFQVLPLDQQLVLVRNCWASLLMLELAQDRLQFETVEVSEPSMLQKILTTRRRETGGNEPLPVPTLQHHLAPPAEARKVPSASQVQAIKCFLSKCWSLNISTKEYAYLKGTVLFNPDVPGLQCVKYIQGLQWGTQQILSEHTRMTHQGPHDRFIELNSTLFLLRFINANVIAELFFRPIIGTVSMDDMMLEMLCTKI
PLCb3 inh: human PLC-beta3 inhibitors, primary screen, biochemical, fluorescence; 1-phosphatidylinositol 4,5-bisphosphate phosphodiesterase beta-3 (Homo sapiens), Q01970; hit rate 0.18% among 370,000; Purified PLC-beta3, fluorogenic substrate; inhibition, % at 12.2 µM; in the data active means inhibition above about 11%;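 further: 0% = median of compound wells on plate and 100% = full blocker control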
ssDAF-12 act: S. stercoralis DAF-12 nuclear receptor activators, primary screen, cell-based, luminescence, HEK293, GRIP1 co-expression, lit1-tk-luc; Nuclear hormone receptor DAF-12 (Strongyloides stercoralis); HEK293 ssDAF-12/GRIP1 lit1-tk-luc reporter; % of 3 µM dafachronic acid response; activation, % at 6.8 µM; hit rate 1% among 370,000; AID 652126, 2013;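 active means activation above the mean over all tested compounds plus 3 SD, cut at about 0.9% in these data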;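 further: 0% = DMSO-only wells and 100% = 3 µM delta7-dafachronic acid wells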
Rev-erbA mod: modulators of Rev-erb alpha DNA binding, primary screen, biochemical, FITC-DNA, fluorescence polarization, uHTS | Rev-erbα–FITC-DNA binding, 90 min | hit rate 0.79% among 370,000 | activity, % at 10 µM | AID 1259318, 2017;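 active means activity above about 14%, limit read from the data; passing the limit was not always enough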;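 further: 0% = DMSO wells with 35 nM protein and 100% = DMSO wells with 750 nM protein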
hcDAF-12 act: H. contortus DAF-12 nuclear receptor activators, primary screen, cell-based, luminescence, HEK293, lit1-tk-luc reporter; HEK293 hcDAF-12 lit1-tk-luc reporter; 0% DMSO, 100% Δ7-dafachronic acid; activation, % at 6.8 µM; hit rate 1.4% among 370,000; AID 652067, 2013;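 active means activation above the mean of all tested compounds plus 3 SD, cut at about 5.5% in these data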;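 further: 100% = response to 3 µM Δ7-dafachronic acid high control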
DAX1 inh-2: DAX1 (NR0B1) inhibitors on StAR promoter, primary screen, cell-based, luminescence, SF-1 (NR5A1), full-length DAX-1 | HEK293T StAR-luciferase reporter, SF-1/DAX-1 repression relief | inhibition, % at 6.8 µM | hit rate 1.1% among 370,000 | AID 652010, 2013;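 active means inhibition above the mean over all tested compounds plus 3 SD, cut at about 3.6% in these data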;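 further: 0% = DAX-1 cells with DMSO and 100% = cells lacking DAX-1 with DMSO; higher inhibition means more luminescence from relief of DAX-1 repression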
GAA850 FXN act: FXN promoter activators, primary screen, cell-based, luciferase luminescence, HEK293 lucGAA850 | HEK293 lucGAA850 FXN promoter luciferase reporter, 24 h; percent of 10 µM SAHA response | activation, % at 6 µM | hit rate 0.56% among 360,000;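 active means activation above the average of all compounds screened plus 3 SD, cutoff fixed separately per campaign, cut at about 7.5% in these data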;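 further: 0% = DMSO wells and 100% = 10 µM SAHA wells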
hgDAF-12 ag: H. glycines DAF-12 receptor agonists, primary screen, cell-based, luminescence, HEK293, GAL4 fusion, UAS-luciferase; AID 687014, 2013; activation, % at 6.8 µM; hit rate 1.8% among 370,000; HEK293 GAL4-hgDAF12 UAS-luciferase reporter, agonist luminescence; normalized to butyrate control;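 active means activation above a cutoff set at the mean of all screened compounds plus 3 SD, cut at about 10% in these data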;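 further: 0% = DMSO wells and 100% = sodium butyrate wells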
SMARCA2 activ: SMARCA2 (BRM) function activators, primary screen, cell-based, luminescence, high throughput. MG213 cells, MMTV-luciferase reporter, dexamethasone, overnight. activation, % at 9.1 µM. hit rate 1% among 370,000. AID 652017, 2013; in the data active means activation above about 7.8%;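 further: 0% = vehicle wells and 100% = reference activator wells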
sPLA2-III inh: human group III sPLA2 inhibitors, primary screen, biochemical, QFRET, BODIPY PC-A2 liposome substrate; QFRET BODIPY PC-A2 liposome hydrolysis, fluorescence; hit rate 0.56% among 370,000; Group 3 secretory phospholipase A2 (Homo sapiens), Q9NZ20; inhibition, % at 12.2 µM;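 active means inhibition above mean plus 3 SD of compounds lying within the high and low control bounds, cut at about 19% in these data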;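 further: 0% = median of test compound wells and 100% = no enzyme DMSO wells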
Target sequence (Q9NZ20 whole entry, looked up): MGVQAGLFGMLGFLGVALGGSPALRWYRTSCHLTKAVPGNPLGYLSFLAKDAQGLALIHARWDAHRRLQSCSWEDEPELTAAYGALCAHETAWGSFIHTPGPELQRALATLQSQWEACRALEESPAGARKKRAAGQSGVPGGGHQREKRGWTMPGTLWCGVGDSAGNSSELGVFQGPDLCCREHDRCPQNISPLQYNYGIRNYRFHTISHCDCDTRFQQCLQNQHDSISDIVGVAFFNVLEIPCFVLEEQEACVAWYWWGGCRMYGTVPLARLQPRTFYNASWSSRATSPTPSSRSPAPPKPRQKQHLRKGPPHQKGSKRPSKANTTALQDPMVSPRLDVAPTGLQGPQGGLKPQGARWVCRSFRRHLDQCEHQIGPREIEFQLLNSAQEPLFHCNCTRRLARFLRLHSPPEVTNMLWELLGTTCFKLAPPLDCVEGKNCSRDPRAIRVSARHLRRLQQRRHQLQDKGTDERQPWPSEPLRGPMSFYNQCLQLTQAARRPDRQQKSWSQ
PG9 binder: binders of HIV-1 gp120 antibody PG9, primary screen, biochemical, TR-FRET; TR-FRET gp120-PG9 antibody binding; HIV-1 gp120 / PG9 antibody interaction; hit rate 0.43% among 360,000; inhibition, % at 6.7 µM; in the data active means inhibition above about 8.5%
Numbers without * were called inactive; / = no result given.

Under each structure: DAX1 inh-1, PLCb3 inh, ssDAF-12 act, Rev-erbA mod, hcDAF-12 act, DAX1 inh-2, GAA850 FXN act, hgDAF-12 ag, SMARCA2 activ, sPLA2-III inh, PG9 binder
O=C(CCS(=O)(=O)c1ccc(F)cc1)Nc1nccs1
    0.1, 2, -1.1, -10, 0.0, -0.9, -1.8, -0.3, -2, -2, -2.1
CCn1c(SCC(=O)N2CCC(C(N)=O)(N3CCCCC3)CC2)nnc1-c1ccccc1
    -0.1, 3, -0.9, -1, 1.1, 0.5, 2.5, -0.1, 5, -2, 0.6
Cc1cccc(CN2CCOCCS2(=O)=O)c1
    0.6, 4, -0.9, 3, -0.8, -0.6, 0.0, 5.5, 1, 17, 0.5
CCc1ccc(N2CC(C(=O)N3CCCC3)CC2=O)cc1 (centres undefined)
    0.2, -7, -0.5, -1, -0.6, -0.6, 0.3, -0.7, -5, 7, -3.7
NC1=NC(=O)C2(COC(c3cccnc3)OC2)S1 (centres undefined)
    4.2, -1, -0.1, -1, -0.8, 0.9, 2.3, -1.9, -5, 10, -0.3
COc1ccc(Cn2c(C3CC3)nc3ccc(NC(=O)C4CC4)cc3c2=O)cc1
    3.2, -3, 0.8, 4, 3.2, 2.3, 6.4, 11*, 5, -3, 0.2
CCc1nn(CC(=O)N(C)C2CCCCC2)c(=O)c2cc3cc(C)ccc3n12
    -0.2, -9, -1.2, 10, -1.2, -0.1, -0.2, 1.8, 3, 1, -2.6
NS(=O)(=O)c1cccc(NC(=O)COC(=O)C2(c3cccc(F)c3)CCCC2)c1
    0.1, 3, -1.8, 5, -3.5, -0.7, 2.9, -2.8, 0, -34, 0.0
CN1CCN(c2nc(NCCOC34CC5CC(CC(C5)C3)C4)nc(OCC(F)(F)F)n2)CC1
    -0.9, -1, -1.2, -5, -0.3, -1.0, 4.5, 0.5, 0, -6, -2.7
Cc1ccc(SCC(=O)N2CCC(C(N)=O)CC2)cc1
    -0.6, -7, -1.1, -1, -2.0, 0.6, 2.0, 2.1, -1, 0, -1.2
O=C(/C=C/c1ccco1)Nc1ccc(-c2nc3ccccc3[nH]2)cc1
    -1.1, -81, -1.2, -4, -3.6, -1.1, 2.6, -4.4, 0, -2, -1.4
COc1ccccc1-n1c(=O)[nH]c2c(C(N)=O)nc(C3CCCCC3)nc21
    0.0, -6, -1.6, 0, -0.3, 0.0, 2.1, -2.3, 0, -5, -0.5
Cc1c(C)n(CC(O)CSc2ccccc2)c2ccccc12 (centres undefined)
    /, 2, -0.7, 10, -0.1, 1.9, /, -2.1, -5, 1, 0.2
C/C(=N\Nc1ccc(C(F)(F)F)cc1[N+](=O)[O-])C(C)C
    -2.0, -2, -0.9, 6, -1.6, 0.6, -1.7, 3.2, -1, 17, -0.9
CCCCC(=O)Nc1ccc(NC(=O)c2cc(OC)c(OC)c(OC)c2)cn1
    -1.4, 5, -1.6, 4, -1.9, -0.4, -0.6, -1.0, 6, -6, -0.3
CCOc1ccc(-n2c(=O)[nH]cc(C(=O)N3CCCc4ccccc43)c2=O)cc1
    -1.1, 1, -1.3, 6, -1.4, -0.3, -3.4, 1.0, -3, -6, 2.0
COc1cc(NC(=O)CCNC(=O)Cn2cnc3sc4c(c3c2=O)CCCC4)cc(OC)c1OC
    -0.7, -2, -0.9, -4, -1.8, -0.5, 0.8, -1.0, -1, -2, -1.3
c1ccc(-n2nnnc2SCc2cccc3nsnc23)cc1
    1.3, 1, -0.4, 4, -2.6, -1.0, 1.6, 2.7, -1, 1, 0.8
COc1ccc(OC)c(Nc2nc(-c3ccccc3O)nc3ccccc23)c1
    0.4, 1, -0.9, 327*, 1.2, -0.7, -0.1, 0.3, 3, 10, 50*
Cc1ccccc1N(C(=O)CCC(=O)Nc1ccccn1)C(C(=O)NC(C)C)c1ccc(O)cc1 (centres undefined)
    -0.9, 3, -1.3, 1, -1.2, -0.7, 0.4, -4.5, -5, -5, 2.8

In the list so far, four contain fluorine:
Under each structure: DAX1 inh-1, PLCb3 inh, ssDAF-12 act, Rev-erbA mod, hcDAF-12 act, DAX1 inh-2, GAA850 FXN act, hgDAF-12 ag, SMARCA2 activ, sPLA2-III inh, PG9 binder
O=C(CCS(=O)(=O)c1ccc(F)cc1)Nc1nccs1
    0.1, 2, -1.1, -10, 0.0, -0.9, -1.8, -0.3, -2, -2, -2.1
NS(=O)(=O)c1cccc(NC(=O)COC(=O)C2(c3cccc(F)c3)CCCC2)c1
    0.1, 3, -1.8, 5, -3.5, -0.7, 2.9, -2.8, 0, -34, 0.0
CN1CCN(c2nc(NCCOC34CC5CC(CC(C5)C3)C4)nc(OCC(F)(F)F)n2)CC1
    -0.9, -1, -1.2, -5, -0.3, -1.0, 4.5, 0.5, 0, -6, -2.7
C/C(=N\Nc1ccc(C(F)(F)F)cc1[N+](=O)[O-])C(C)C
    -2.0, -2, -0.9, 6, -1.6, 0.6, -1.7, 3.2, -1, 17, -0.9

(next part)
Under each structure: DAX1 inh-1, PLCb3 inh, ssDAF-12 act, Rev-erbA mod, hcDAF-12 act, DAX1 inh-2, GAA850 FXN act, hgDAF-12 ag, SMARCA2 activ, sPLA2-III inh, PG9 binder
O=C(c1ccc(Cl)cc1)N(Cc1ccc(Br)cc1)N1C(=O)CCC1=O
    -0.2, -2, -2.2, 1, -0.6, 0.0, -0.2, -2.2, -5, -3, -0.5
CCN(CC(=O)Nc1ccc2c(c1)OCCO2)C(=O)c1cccc(OCC(C)C)c1
    -0.1, -4, -0.3, 4, 0.4, -2.0, 2.1, -0.5, 4, -2, -2.0
Cc1cc(C(=O)COc2cccnc2[N+](=O)[O-])c(C)n1-c1ccccc1
    -3.8, -3, -2.8, 1, -4.5, -2.0, -13, -11, -4, 1, -4.2
CCOC(=O)c1[nH]c(C)c(C(=O)OCC(=O)NC(C)c2ccc(F)cc2)c1C (centres undefined)
    -1.4, 3, -1.1, 2, -0.2, -5.8, -4.7, -1.7, -2, 8, 1.2
COc1ccc(N2CCC(CNC(=O)Nc3ccc(C)c(C)c3)C2)cc1 (centres undefined)
    -0.4, -2, -1.1, 1, -0.7, -0.5, 1.8, 2.9, -1, 11, -0.5
CCCCSc1nc2c(=O)[nH][nH]c(=O)c2n1Cc1ccccc1
    0.7, 4, -0.8, 1, 1.1, 0.1, 1.8, -1.2, 1, 0, -2.9
CCOC(=O)N1CCN(S(=O)(=O)c2ccc(C)cc2)C1c1ccc(OC)cc1 (centres undefined)
    -1.2, 0, -2.0, 2, 1.3, -0.7, -1.9, 0.1, -1, -13, -1.1
COc1cc(OC)c(C2C(C(=O)O)c3ccccc3C(=O)N2C)cc1OC (centres undefined)
    -0.5, -2, -0.5, -1, -1.2, -0.2, 0.1, 0.6, 0, -1, 2.0
O=C(Nc1ccc(Cl)cc1)c1nc[nH]c1C(=O)NCc1ccccc1
    3.4, 4, -1.6, 3, 2.0, 0.2, 2.1, 2.6, -1, -9, 0.7
Cc1cccc(CSc2ncnc3ccccc23)c1
    0.7, -1, -1.6, 15, 0.8, -2.0, 0.9, 3.5, -2, -1, 0.3
O=C(CCCN1C(=O)c2ccccc2C1=O)NC1=NCCS1
    -0.8, 6, 0.6, -4, 0.7, -0.7, -2.2, 1.6, 1, -6, -0.6
COCC(=O)OCC(=O)Nc1ccccc1-c1ccccc1
    -0.4, 4, -1.6, 0, -0.6, 0.5, 2.5, 0.4, 3, 0, 1.2
O=C(COC(=O)CCS(=O)(=O)c1ccc(F)cc1)NC1CCCCC1
    0.7, -2, -1.1, 4, 0.2, 0.0, -0.8, -0.6, -1, -5, -2.2
COc1ccc(CNC(=O)CNC(=O)c2cccs2)c(OC)c1
    1.0, -2, -1.1, -7, 0.0, -0.1, -1.1, -3.8, -1, -5, 0.2
Cc1ccc(-n2cnc3c(sc4nccc(N(C)C)c43)c2=O)cc1
    0.9, -19, -1.2, -3, -0.9, 0.8, -1.3, 4.5, 3, -8, 0.3
CC(OC(=O)c1ccccn1)C(=O)Nc1ccc2c(c1)OCCO2 (centres undefined)
    1.1, -3, -1.1, -9, 0.1, -2.5, -0.9, 11*, -3, 9, -1.3
CC(Oc1ccccc1)C(=O)Nc1ccc(S(=O)(=O)N2CCN(C)CC2)cc1 (centres undefined)
    -1.7, -2, -0.8, -2, -1.0, -1.3, 0.6, -1.2, 0, -5, -1.7
CC1(C)Cc2cccc(C(=O)Nc3ccncc3)c2O1
    3.0, -9, -1.6, 1, -2.7, -0.8, 1.6, -3.0, -5, 2, 1.9
O=C(Nc1cccc(-c2nc3ccccc3c(=O)o2)c1)c1ccccc1
    -0.7, -4, 0.2, 2, -0.6, -0.3, 0.3, 1.9, -3, -6, -2.0
CCOC(=O)C1(C)NC(c2cccs2)C2C(=O)N(c3ccc(C)cc3)C(=O)C21 (centres undefined)
    0.1, 1, -0.8, 0, 0.8, 0.0, 0.2, 1.6, -4, -2, -0.1
CCOC(=O)c1c(C)[nH]c(C)c1C(=O)CSc1nncs1
    0.6, -1, -1.4, -3, -0.6, 0.1, 0.2, 2.7, -1, -4, -3.1
O=C(Cc1cccs1)NC1(C(=O)NC2CCCC2)CCCCC1
    1.3, 3, -1.9, 7, 0.3, -0.7, -0.1, 3.5, 3, 0, -0.4

Not a hit list; about 7% have a hit in one of these screens.
